Tau fibril ThT = tau fibrillization inhibition (ThT binding) | recombinant tau K18 P301L, heparin-induced fibrillization, ThT fluorescence | hit rate 2.1% among 270,000 | AID 1460 | Potency, µM (highest dose often 57.4 µM), for the others: at the highest dose activity, negative = inhibition, actives largely listed as inhibitors; also: % is scaled to controls: 0 for no effect and ±100 for the full control effect; nearly all actives have a fitted effect of over 55% in size
Target sequence (P10636 561-689 P618L limits assumed): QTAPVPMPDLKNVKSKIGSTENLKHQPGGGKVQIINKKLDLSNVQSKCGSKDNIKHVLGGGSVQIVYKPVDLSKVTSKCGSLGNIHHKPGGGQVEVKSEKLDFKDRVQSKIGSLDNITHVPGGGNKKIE
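Recombinant human tau K18 fragment […] carrying P301L, 15 uM unlabeled plus 0.24 uM Alexa 594-labeled, was fibrillized with 20 uM heparin in 100 mM sodium acetate pH 7 for 6 hr at 37 C; 30 uM ThT fluorescence read after 1 hr.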
HTT cytoprotect = protects HTT-Q103 PC12 cells, measured by ATP | PC12 HTT-Q103 induced, cytoprotection, ATP luminescence, 40 h | Potency, µM (titrated, usually from 56.4 µM), for the others: cytoprotection (ATP increase), actives largely listed as activators | hit rate 0.14% among 230,000 | AID 1471;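 also: % of control where 0% means no effect; nearly all actives have a fitted effect of over 45% in size; toxic huntingtin expression switched on by the ecdysone agonist tebufenozide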
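Huntington model: PC12 line, ecdysone-inducible HTTQ103 exon1–GFP, tebufenozide 100 nM. Test articles in a dose series. Endpoint luminescence from cellular ATP.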
Tau fluor cs = counter-screen for tau fibril formation inhibitors; tau K18 P301L Alexa594 fluorescence, heparin fibrillization; Potency, µM (doses to about 57.7 µM), for inactives: top-dose activity change, negative = decrease; hit rate 0.93% among 280,000; AID 1463; also: % is scaled to controls: 0 for no effect and ±100 for the full control effect; nearly all actives have a fitted effect of over 55% in size
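Human K18 P301L tau (15 uM unlabeled plus 0.24 uM Alexa 594-labeled, final) in 100 mM sodium acetate pH 7 was mixed with compound and 20 uM heparin and incubated 6 hr at 37 C.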
GLA spleen mod = alpha-galactosidase A (human) modulation. hit rate 0.008% among 240,000. human spleen homogenate, 4MU-alpha-Gal fluorescence, 40 min. P06280. Potency, µM (titrated, usually from 80 µM), for inactives: at the highest dose activity change, negative = inhibition, hits mostly inhibitors. AID 2107;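 also: 0% = enzyme with vehicle and -100% = no enzyme basal signal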
Target sequence (P06280 32-429 limits assumed): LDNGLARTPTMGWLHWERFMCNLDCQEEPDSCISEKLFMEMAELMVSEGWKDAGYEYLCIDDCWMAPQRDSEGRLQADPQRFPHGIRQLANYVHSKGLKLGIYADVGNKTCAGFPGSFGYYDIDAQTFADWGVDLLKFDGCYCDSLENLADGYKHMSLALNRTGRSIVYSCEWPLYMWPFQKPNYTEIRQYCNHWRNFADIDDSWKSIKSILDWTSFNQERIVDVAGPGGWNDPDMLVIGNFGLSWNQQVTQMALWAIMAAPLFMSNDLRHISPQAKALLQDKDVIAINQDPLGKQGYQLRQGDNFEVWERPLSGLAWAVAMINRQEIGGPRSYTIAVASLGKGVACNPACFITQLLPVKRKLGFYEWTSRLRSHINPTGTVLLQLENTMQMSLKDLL
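Human spleen homogenate (1 ug) as enzyme source, 4-methylumbelliferyl-alpha-D-galactopyranoside 1 mM final, citrate/phosphate pH 5.0 with 0.01% Tween-20. Compounds 40 min at 37C, NaOH/glycine stop; fluorescence Ex 365/Em 440, Hill-fit AC50.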
GAA glycogen mod = inhibitors or activators of human alpha-glucosidase glycogen cleavage. AID 2100. Potency, µM (titrated, usually from 76.4 µM), for the others: at the highest dose activity change, negative = inhibition, usual class: inhibitors. recombinant GAA, glycogen substrate, Amplex Red glucose oxidase fluorescence. hit rate 0.38% among 300,000. P10253;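 also: 0% = full enzyme reaction and -100% = no-enzyme basal signal; the screen sought inhibitors and activators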
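qHTS, 1536-well; enzyme 4 nM final; cpd up to 77 uM; substrate bovine liver glycogen 30 ug; 50 mM citrate/phosphate pH 5.0, 0.01% Tween-20; 37 C, 40 min; Amplex Red detection 45 min RT; Hill fit → AC50.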
GAA spleen mod = inhibits or activates alpha-glucosidase in human spleen homogenate | human spleen homogenate, 4-MU-alpha-glucoside fluorescence | Potency, µM (highest dose often 79.9 µM), inactives show at the highest dose activity change, negative = inhibition, usual class: inhibitors | hit rate 0.006% among 240,000 | AID 2112;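 also: 0% = enzyme with vehicle and -100% = no enzyme basal signal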
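AC50 values come from Hill-equation fits of concentration-response data, normalized to no-enzyme and full-activity controls. Enzyme source: 1 ug human spleen homogenate; 1 mM fluorogenic 4-MU glucoside, pH 5.0 citrate buffer, 37 C, 40 min.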
Tau FP inhib = blocks human tau fibril formation measured by polarization; K18 P301L tau heparin fibrillization, Alexa594 FP, 6 h; Potency, µM (doses to about 57.7 µM), for the others: at the top dose activity, negative = inhibition, actives largely listed as inhibitors; hit rate 0.39% among 280,000; AID 1468; also: % is scaled to controls: 0 for no effect and ±100 for the full control effect; nearly all actives have a fitted effect of over 55% in size
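Heparin (20 uM) drove fibril formation of recombinant tau K18 P301L, 15 uM unlabeled with 0.24 uM Alexa 594 label, for 6 hr at 37 C in 100 mM sodium acetate pH 7. Fluorescence polarization (555/632 nm) read 1 hr after 30 uM ThT.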
GAA inhib = inhibitors of human lysosomal alpha-glucosidase; Potency, µM (top dose mostly 76.9 µM), without a hit: top-dose activity change, negative = inhibition, actives largely listed as inhibitors; purified human GAA, 4-MU-alpha-glucoside fluorescence; AID 1466; P10253; hit rate 0.005% among 200,000;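 also: plate controls were uninhibited enzyme wells for no effect and no-enzyme background for full effect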
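Fluorogenic assay: 4 nM human alpha-glucosidase with 400 uM 4-methylumbelliferyl-alpha-D-pyranoside in 50 mM citrate/phosphate, 0.005% Tween-20, pH 5.0, 20 min at room temperature. Compounds tested up to 77 uM; AC50 from Hill fits.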
Numbers without * were called inactive; ? = inconclusive; . = no result given; [ ] = another dose, or the depositor's remark. Calls follow the shape of the dose curve; as a rule, active = well fitted curve in the direction sought with a large enough effect; inconclusive = small, poorly fitted or top-dose-only effect, or another doubt; inactive = no such curve, though single readings can be large; an effect the other way counts as inactive or inconclusive. Potency is read from the fitted curve at half-maximal effect.

molecule,Tau fibril ThT,HTT cytoprotect,Tau fluor cs,GLA spleen mod,GAA glycogen mod,GAA spleen mod,Tau FP inhib,GAA inhib
Cc1cccc(NC(=O)c2c([N+](=O)[O-])c(C(C)(C)C)nn2C)c1,12%,-3%[10 µM],13%,-6%,3%,4%,2%,0%
Cc1ccc(-c2nc3cccnc3s2)cc1NC(=O)C(C)C,-9%,.,-20%,.,-11%[76.3 µM],.,1%,.
CCc1c(C)nc2ncnn2c1N1CCC(C(=O)Nc2cccc(C(C)=O)c2)CC1,-13%,-9%[10 µM],-17%,-1%,-1%,-3%,?,?
O=c1[nH]c(CSc2nc3ccccc3[nH]2)nc2c1cnn2-c1ccccc1,-17%,12%[10 µM],-26%,4%,-6%,-4%,7%,2%
C=CCn1c(SCC(=O)N(C)C2CCS(=O)(=O)C2)nnc1-c1ccncc1 (stereo not drawn),4%,7%,5%,6%,4%,-5%,-2%,-6%
Cc1ccccc1NC(=S)NNC(=O)c1cccnc1,-2%,.,4%,1%,3%,-3%,11%,4%
CCc1ccc(C2N3CC4(C)CN2CC(c2ccccc2)(C3)C4=O)cc1 (stereo not drawn),-18%,.,-10%,.,-8%[76.3 µM],.,-3%,.
CCCCNC(=O)CCCn1c(=O)c2ccccc2n(Cc2cccc(Cl)c2)c1=O,-6%,.,-8%,.,-7%[76.3 µM],.,2%,.
CCc1nc2c(c(=O)[nH]1)C1(CCCC1)Cc1ccccc1-2,1%,21%,-3%,-8%,6%,2%,-4%,8%
O=C1CCC(=O)N1OCCCOc1ccc(Br)cc1Cl,-11%,16%[10 µM],-20%,-4%,10%,0%,-10%,-5%
O=C(CSc1nnc(NC(=O)Cc2ccc(F)cc2)s1)NCc1ccco1,-5%,-16%,-1%,-17%,4%,-3%,-5%,-5%
Cc1cccc(C(=O)NCCN2CCOCC2)c1[N+](=O)[O-],0%,-40%[10 µM],0%,5%,9%,-2%,12%,0%
COc1ccc(/C=C/c2nc(C#N)c(N3CCC(C)CC3)o2)cc1OC,?,.,?,.,-10%[76.3 µM],.,14%,.
C=CCSc1nsc(N)n1,-10%,20%,-4%,10%,-6%,5%,-10%,0%
Cc1cc(Nc2ccc(Br)c(C)c2)n2nc(C)nc2n1,-9%,10%[10 µM],-4%,3%,-4%,3%,-10%,0%
COc1ccc2c(c1)O[C@H](c1ccc3c(c1)OCO3)[C@@H](OC(=O)Nc1ccc(OC(F)F)cc1)C2=O,-1%,-58%[inhibitor],-22%,8%,.,-8%,1%,.
Cc1cc(N2CCCC2=O)cc(C)c1S(=O)(=O)Nc1c(C)nn(C)c1C,0%,16%,3%,8%,-9%,.,0%,-6%
O=C(Nc1ccccc1)Nc1nccs1,4%,-29%,-2%,-17%,5%,-8%,1%,5%
COc1ccc(CCn2c(-c3ccc(Cl)cc3)n[nH]c2=S)cc1OC,-13%,.,-12%,12%,17%,21%,-2%,-7%
Cn1c(=O)c2c(SCc3cccc(C(F)(F)F)c3)nc(-c3ccco3)nc2n(C)c1=O,-1%,-9%,-3%,7%,4%,5%,-6%,-4%
Cc1cc(=O)oc2cc3c(cc12)OCCN3,-14%,-10%,-12%,?,-2%,?,2%,?
CC(C)CCn1c(S(=O)(=O)O)nc2ccccc21,-2%,?,-2%,4%,5%,-7%,-1%,11%
COc1cc(/C=C2\CCc3ccccc3C2=O)cc(OC)c1OC,?,-12%[10 µM],-20%,-3%,-7%,-12%,-7%,1%
Cc1nn(-c2ccc(F)cc2)c(C)c1CN1CCN(CCC(C)C)C(CCO)C1 (stereo not drawn),-11%,5%,3%,4%,-9%,2%,6%,-4%
COc1ccc(Nc2nc(CC(C)=O)ns2)cc1,?,4%[10 µM],-9%,-4%,-2%,-5%,7%,-3%
CCOC(=O)c1ccc(NC(=O)Nc2cc(C)cc(C)n2)cc1,-2%,.,2%,-3%,15%,2%,-6%,4%
CSCC[C@@H]1NC(=O)C/C=C\[C@@H](C)COC(=O)[C@@H](CCSC)NC(=O)C/C=C\[C@@H](C)COC1=O,?,6%[10 µM],?,-1%[17.5 µM],.,4%[17.4 µM],-1%[11.6 µM],.
O=C(NCc1ccco1)C1CCCN1C(=O)Nc1ccccc1Cl (stereo not drawn),-3%,.,4%,7%,21%,4%,3%,10%
CCC(C)NC(=O)CCS(=O)(=O)c1ccc(Br)s1 (stereo not drawn),?,13%,-22%,9%,-8%,1%,-14%,-8%
Cc1ccc(C(=O)Nc2ccc(Oc3ccc(C(=O)O)c(C(=O)O)c3)cc2)cc1C,-12%,-20%,-7%,-9%,2%,-12%,-9%,-1%
O=C(Nc1ccc(F)c(Cl)c1)Nc1cnccn1,0%,-3%[10 µM],2%,2%,0%,2%,0%,-14%
CC(C)c1nc(N2CCOCC2)c(C#N)c2c1COC(C)(C)C2,4%,-47%[inhibitor],-1%,3%,-1%,1%,1%,12%
O=c1c2ccccc2oc2nc(-c3ccco3)n(-c3ccccc3)c(=O)c12,-8%,4%[10 µM],-16%,-10%,19%,-7%,-4%,-1%
CCN=C(NCC)SC1CC(=O)N(c2cccc(OCC)c2)C1=O (stereo not drawn),0%,8%,-11%,1%,-12%,-1%,-4%,3%
CCOC(=O)C1CCN(C(=O)CCNC(=O)c2cc(OC)c(OC)c(OC)c2)CC1,-2%,18%[0.074 µM],0%,5%,-6%,4%,-2%,-2%
CCOC(=O)N1CCN(C2CC(=O)N(c3ccccc3)C2=O)CC1 (stereo not drawn),1%,1%,6%,-18%,7%,-4%,7%,4%
CSCCC(NC(N)=O)C(=O)NCc1ccc(Cl)cc1 (stereo not drawn),1%,7%,-5%,10%,12%,-1%,-7%,8%
CCCCC(=O)NC(Nc1cc(C)ccn1)(C(=O)OCC)C(F)(F)F (stereo not drawn),-3%,24%,-3%,-14%,4%,-8%,-8%,?
Cc1cc(C)cc(NC(=O)/C(C#N)=C/c2cn(CC(=O)NCc3ccco3)c3ccccc23)c1,11%,-30%[10 µM],-12%,-10%,1%,-18%,-12%,?
Cc1cc(C)cc(NC(=O)CCCc2nc(-c3ccco3)no2)c1,-9%,.,-9%,.,-5%[76.3 µM],.,0%,.
CCN(c1ccc(OC)cc1)S(=O)(=O)c1ccc2c(c1)CCN2C(=O)CCC(=O)O,6%,14%[10 µM],10%,0%,-1%,-5%,7%,-13%
NC(=O)CCn1c2ccccc2c2ccccc21,0%,.,5%,-3%,-7%,1%,5%,-23%
CCOC(=O)Cn1cc(/C=C(/C#N)C(=O)NC(C)C)c2ccccc21,-9%,8%[10 µM],-18%,2%,-11%,4%,-2%,-5%
CCCCC(=O)N(Cc1nc2sc(C)c(C)c2c(=O)[nH]1)C1CCCC1,8%,-6%[10 µM],3%,?,-8%,-4%,2%,9%
Cc1onc(-c2ccccc2)c1C(=O)NNC(=S)NC(=O)/C=C/c1cccs1,-16%,39%[10 µM],-14%,-7%,-3%,-13%,10%,-2%
CN(C)CCN1C(=O)C(O)=C(C(=O)c2cc3ccccc3o2)C1c1cccc(Br)c1 (stereo not drawn),-9%,-6%,3%,-8%,9%,-5%,9%,-1%
COc1ccccc1NC(=O)CCSc1nnnn1C,-2%,-15%[0.074 µM],-2%,-12%,3%,-3%,10%,8%
C[n+]1cc2c3c(ccc2c2ccc4cc5c(cc4c21)OCO5)OCO3,28µM*,-98%[inhibitor],18µM*[quencher],-14%,.,-6%,?,.
CCOC(=O)/C(C#N)=C/Nc1cc(F)ccc1C,-1%,-1%[10 µM],-9%,9%,-10%,1%,-15%,.
CN(C)CCCNC(=O)c1cc(C(=O)c2ccc(F)cc2)c[nH]1,5%,-5%[10 µM],10%,2%,0%,4%,2%,-1%
Cc1nsc(Nc2ccccc2)c1C#N,-7%,0%,-7%,-18%,-8%,-8%,3%,-3%
CC(=O)N(c1c(C)n(C)n(-c2ccccc2)c1=O)C1(C(=O)NC2CCCCC2)CCCCC1,-5%,3%,-2%,4%,7%,-11%,2%,-7%
COc1cc(C(=O)NC(C)c2cnn(-c3ccccc3C)c2C)cc(OC)c1OC (stereo not drawn),-7%,12%[10 µM],-1%,4%,-2%,5%,13%,3%
COc1ccccc1-c1cc(C(=O)NCCCn2ccnc2)no1,6%,-3%,4%,?,4%,-6%,-17%,-4%
Cc1ccccc1OCCOc1ccc([N+](=O)[O-])cc1/C=N/n1cnnc1,-20%,-126%[inhibitor],-25%,-2%,6%,0%,-7%,-1%
Cc1ccc(NC(=O)Cc2ccc3c(c2)OCCO3)cc1S(=O)(=O)N1CCCCC1,.,11%[10 µM],?,1%,-5%,-7%,-8%,.
CCc1cccc(OCC(=O)Nc2ccc(S(=O)(=O)Nc3ccccn3)cc2)c1,-7%,9%[10 µM],-23%,6%,-10%,-2%,-11%,0%
C=CCn1c(=O)[nH]c2cc(C(=O)N3CCN(c4cccc(Cl)c4)CC3)ccc2c1=O,?,-55%[inhibitor],-20%,3%,15%,-7%,3%,-4%

Some of the entries so far, with values under each structure:
Results follow in this order: Tau fibril ThT | HTT cytoprotect | Tau fluor cs | GLA spleen mod | GAA glycogen mod | GAA spleen mod | Tau FP inhib | GAA inhib
CCOC(=O)/C(C#N)=C/Nc1cc(F)ccc1C
    -1% | -1%[10 µM] | -9% | 9% | -10% | 1% | -15% | .
CN(C)CCCNC(=O)c1cc(C(=O)c2ccc(F)cc2)c[nH]1
    5% | -5%[10 µM] | 10% | 2% | 0% | 4% | 2% | -1%
